Assay outcomes (PubChem)
TCR-CD3 inh – inhibitors of human TCR-CD3 interaction; inhibition, % at 9.4 µM; TAMRA-labeled TCR probe fluorescence, biochemical; 0.37% of 360,000 active; in the data active = inhibition above about 19%;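 note: recombinant mutant TCR 2C K166C tagged with TAMRA read by polarization; 0% = receptor in buffer alone and 100% = receptor with positive control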
SIAE inh – human SIAE inhibition, primary screen | Q9HAT2 | SIAE FP-Rh probe binding, fluorescence polarization | inhibition, % at 9.66 µM | 0.69% of 370,000 active;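 active = inhibition above a cutoff: mean of compounds within the control limits plus 3 SD of those, cut at about 17% in these data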;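 note: 0% = plate median of compound wells and 100% = probe without SIAE protein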
Target sequence (Q9HAT2 whole entry, looked up): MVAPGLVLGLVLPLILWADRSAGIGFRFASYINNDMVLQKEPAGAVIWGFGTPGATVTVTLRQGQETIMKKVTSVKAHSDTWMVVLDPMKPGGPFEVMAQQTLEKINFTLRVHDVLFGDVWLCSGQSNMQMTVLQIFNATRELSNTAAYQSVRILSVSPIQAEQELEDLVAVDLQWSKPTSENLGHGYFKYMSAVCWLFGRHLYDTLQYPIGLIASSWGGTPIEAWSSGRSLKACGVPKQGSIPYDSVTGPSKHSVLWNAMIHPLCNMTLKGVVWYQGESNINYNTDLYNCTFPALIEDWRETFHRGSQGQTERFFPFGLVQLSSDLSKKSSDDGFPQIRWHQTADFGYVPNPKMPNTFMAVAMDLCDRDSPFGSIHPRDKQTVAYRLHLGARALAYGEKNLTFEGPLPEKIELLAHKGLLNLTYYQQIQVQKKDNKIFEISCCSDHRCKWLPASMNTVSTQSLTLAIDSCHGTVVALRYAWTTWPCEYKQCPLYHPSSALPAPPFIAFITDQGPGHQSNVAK
LEDGF integ inh – blocks HIV-1 LEDGF/p75-dependent DNA integration; TR-FRET IN-LEDGF/p75 DNA integration, Eu/Cy5; inhibition, % at 3.7 µM; 0.64% of 370,000 active;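 active = inhibition above the screen-wide mean plus 3 SD, cut at about 13% in these data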;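 note: signal is the Cy5 over europium emission ratio at 671 and 618 nm; 0% = plate median of compound wells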
NR1D1 modulator – modulates human Rev-erb alpha binding to DNA. P20393. Rev-erbα–FITC-DNA binding, fluorescence polarization, 90 min. activity, % at 10 µM. 0.79% of 370,000 active;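 active = activity above about 14%, limit read from the data; passing the limit was not always enough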;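 note: 0% = DMSO wells with 35 nM protein and 100% = DMSO wells with 750 nM protein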
PRMT1 inh – blocks human protein arginine methyltransferase 1; Q99873; recombinant PRMT1, activity-based probe fluorescence polarization; inhibition, % at 2.79 µM; 1.3% of 370,000 active; AID 652257;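 active = inhibition above about 21% made by adding two undisclosed values, limit read from the data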
Target sequence (Q99873 whole entry, looked up): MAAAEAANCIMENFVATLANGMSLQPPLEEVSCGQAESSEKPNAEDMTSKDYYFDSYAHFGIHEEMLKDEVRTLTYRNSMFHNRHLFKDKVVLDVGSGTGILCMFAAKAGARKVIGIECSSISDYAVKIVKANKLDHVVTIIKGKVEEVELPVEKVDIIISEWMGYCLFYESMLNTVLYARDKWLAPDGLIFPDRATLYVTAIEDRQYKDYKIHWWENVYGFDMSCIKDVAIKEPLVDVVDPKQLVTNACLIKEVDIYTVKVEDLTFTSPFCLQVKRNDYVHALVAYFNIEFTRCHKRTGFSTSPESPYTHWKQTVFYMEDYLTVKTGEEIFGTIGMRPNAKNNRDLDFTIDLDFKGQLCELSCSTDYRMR
mABHD4 FP – ABHD4 (mouse) inhibition, primary FP screen; inhibition, % at 8.92 µM; Q8VD66; purified mABHD4, FP-Rh probe fluorescence polarization; AID 720543; 0.54% of 370,000 active;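 active = inhibition exceeding the mean over every tested compound plus 3 SD, cut at about 30% in these data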;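 note: 0% = plate median of compound wells and 100% = S159A mutant with DMSO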
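Assay system: wild-type mouse ABHD4 protein; compound: single nominal dose of 8.92 µM, 0.89% DMSO final; schedule: 45 min + 60 min at 25 °C; measured by: FP readout, ex 525 nm / em 598 nm; evaluation: % inhibition of FP-Rh probe binding versus controls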
HTRA1 inh – HTRA1 (human) protease inhibition; 0.5% of 340,000 active; recombinant HTRA1, FP-rhodamine activity-based probe, fluorescence polarization; inhibition, % at 5.96 µM; Q92743; in the data active = inhibition above about 36%;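 note: 0% = enzyme with DMSO and 100% = wells lacking enzyme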
rCAG binder – molecules binding r(CAG) RNA repeats; r(CAG) RNA repeat, TO-PRO-1 dye displacement fluorescence; inhibition, % at 3 µM; 1.3% of 370,000 active; AID 651821;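 active = inhibition above the plate cutoff, the mean of all test compounds on that plate plus 3 SD, cut at about 35% in these data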;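 note: 0% = DMSO alone and 100% = 100 µM mitoxantrone as full dye displacement; higher means more dye released from RNA so lower well fluorescence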
PG9 Ab binder – PG9 antibody binding by small molecule; TR-FRET gp120-PG9 antibody binding; inhibition, % at 6.7 µM; 0.43% of 360,000 active; AID 624416; in the data active = inhibition above about 8.5%
TDP2 absorb – TDP2 (human) inhibition, absorbance primary screen. O95551. recombinant TDP2, T5PNP hydrolysis, p-nitrophenol absorbance 415 nm. inhibition, % at 12.8 µM. 0.34% of 370,000 active. AID 720702;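 active = inhibition above the mean of all tested compounds plus 3 SD, set per campaign, cut at about 25% in these data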;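 note: 0% = DMSO with enzyme and 100% = buffer with substrate but no TDP2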
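Evaluation: % inhibition relative to enzyme-containing and enzyme-free wells. Material: recombinant human TDP2. Benchmarks: enzyme-free and DMSO wells. Timing: enzyme reaction with compound for 2 h at 37 °C. Compound dosing: 12.8 µM only. Measured by: p-Nitrophenol epi absorbance. Reagent: T5PNP substrate at 5 mM, a TopII-DNA adduct mimic. Replication: single well per compound.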
The depositor's hits bear a star; nt = not tested or not shown. A portion of the library, so the mix of outcomes need not match the whole.

#	compound	PG9 Ab binder	TCR-CD3 inh	NR1D1 modulator	HTRA1 inh	PRMT1 inh	mABHD4 FP	SIAE inh	TDP2 absorb	rCAG binder	LEDGF integ inh
1	Cn1nc(-c2ccc(C(=O)N3CCN(CCO)CC3)cc2)c2ccccc2c1=O	-1.7	-3	3	-2	0	-3	0	-8	2	-2
2	COc1ccc(C(=O)Nn2c(C)nc3ccccc3c2=O)c(OC)c1	-2.3	-9	4	5	8	-9	0	-17	0	-5
3	Cc1ccc(CNC(=O)c2ccccc2NS(C)(=O)=O)cc1	-0.2	-1	-1	-5	-3	1	-7	3	1	-2
4	Cc1ccc(CNC(=O)CSc2ncc(C(=O)Nc3ccccc3)c(=O)n2C)cc1	-0.6	-2	0	4	2	0	0	-3	-2	0
5	O=C(C1CCC(=O)N(C2CCCC2)C1)N1CCN(Cc2cccc(Cl)c2)CC1 (stereo unspecified)	-0.8	1	-8	-4	0	-14	5	-18	-2	3
6	O=S(=O)(NC1CC1)c1ccc2c3c(cccc13)CC2	-1.7	2	1	-4	-2	-8	2	5	1	5
7	Nn1c(SCC(=O)Nc2ccc(F)cc2F)nnc1-c1cccnc1	-3.4	4	-2	-1	2	-3	-2	8	2	-1
8	CCO[C@@H]1OC(C(=O)N2CCN(Cc3ccccc3)CC2)=C[C@H](c2ccccc2)[C@H]1CCCO	-1.4	-3	-4	4	-2	4	0	3	-9	1
9	Cc1ccc(N2CC(C(=O)Nc3nnc(SCCC4OCCO4)s3)CC2=O)cc1 (stereo unspecified)	-2.0	4	-8	-1	-4	0	-5	-14	-1	3
10	O=C(COC(=O)c1ccc(S(=O)(=O)C(F)F)cc1)Nc1cccnc1Cl	-1.2	0	-2	-1	-1	1	15	0	2	1
11	C#CCOCCOCCOCCNc1nc(N2CCOCC2)nc(N2CCN(C(=O)CCCCCCCCCCNC(=O)[C@H](CO)n3cc(CCCCCN)nn3)CC2)n1	-0.4	8	-2	-16	-1	10	3	1	-3	-3
12	Cc1ccc(C(=O)CSc2ncnc3sc4c(c23)CCC(C)C4)cc1 (stereo unspecified)	-0.7	8	68*	1	1	8	-3	13	2	0
13	CC(C(=O)O)n1c(-c2ccn[nH]2)n[nH]c1=S (stereo unspecified)	0.8	-2	-2	9	3	3	1	5	-2	0
14	CCOC(=O)N1CCN(C(=O)CS(=O)(=O)c2cn(Cc3ccc(Cl)cc3)c3ccccc23)CC1	0.1	-4	0	-3	-2	2	-3	2	2	6
15	CC(C)NC(=O)C1(C)CCCN1C(=O)c1cc(C#N)cs1 (stereo unspecified)	-1.3	2	2	nt	-1	4	-5	1	2	2
16	O=C1NC[C@H](CCCCN2C[C@H](Cc3ccc(O)cc3)N(CCc3ccccc3)C(=O)C2=O)N(Cc2ccccc2)C1=O	0.7	2	4	nt	-4	5	3	0	5	4
17	OCc1ncccc1O	-0.8	-1	3	6	0	3	0	-3	-1	-1
18	N#Cc1cccnc1N1CCN(C(c2ccnc3ccccc23)c2nnnn2-c2ccc3c(c2)OCCO3)CC1 (stereo unspecified)	-1.8	-1	-3	nt	9	4	5	6	10	0
19	O=[N+]([O-])c1cccc(-c2csc(N/N=C/c3cccc(O)c3)n2)c1	-1.1	7	-3	4	0	8	27*	1	31	5
20	C/C(=C/C(=O)NCc1ccccc1)C(=O)O	1.5	2	-6	-2	-1	-5	-6	-3	6	-3
21	Cc1ccccc1S(=O)(=O)Cc1ccc(C(=O)NCCN(CC(C)C)CC(C)C)o1	-3.0	5	-3	1	1	-1	1	-11	-9	-3
22	Cc1ccc(C)c(C(=O)COC(=O)CCN2C(=O)C3C4CCC(C4)C3C2=O)c1 (stereo unspecified)	-1.1	0	-8	1	1	-2	2	-15	-10	-3
23	O=C(COC(=O)Cc1c(F)cccc1Cl)Nc1ccc2[nH]c(=O)[nH]c2c1	-0.6	1	1	3	0	12	5	8	4	2
24	COc1ccc(C(=O)OCC(=O)NCCN2C(=O)CSC2=O)cc1	-1.0	1	-4	2	5	5	0	0	2	-8
25	COc1ccc(NS(=O)(=O)c2cc(NC(=O)C3CCCO3)ccc2N2CCCCC2)cc1 (stereo unspecified)	-0.3	5	0	-4	-1	-4	-3	-1	-1	4
26	O=C(/C=C/c1ccccc1)c1ccccc1	1.4	-6	-3	-4	-3	-6	0	-18	3	0
27	CCN(CC)S(=O)(=O)c1ccc(N2CCCC2)c(NC(=O)C2=COCCO2)c1	-1.7	-2	-4	10	-3	3	4	-5	-6	1
28	Cc1cc(S(=O)(=O)N(Cc2ccccc2)Cc2ccc(N(C)C)cc2)ccc1-n1cnnn1	-0.4	6	3	0	0	5	8	14	7	3
29	CCCCOCCCNC(=O)c1ccc([N+](=O)[O-])c(C)c1	-1.7	8	-5	0	1	5	-1	6	0	1
30	Cc1ccc2[nH]c(=O)c3cc(C(=O)NCC4CCCO4)sc3c2c1 (stereo unspecified)	-0.2	7	-1	-3	1	1	-3	11	5	3
31	Oc1ccc(C2C(c3ccccc3)=NN=C(c3ccccc3F)N2O)c(O)c1 (stereo unspecified)	-1.2	-5	-2	3	8	-4	6	-6	16	-1
32	Cc1ccc(S(=O)(=O)N(CC(=O)NCCC2=CCCCC2)Cc2ccccc2)cc1	-1.1	3	4	-38	0	1	1	21	-2	6
33	O=S(=O)(NCC(c1ccc2c(c1)OCO2)N1CCN(c2ccccc2)CC1)c1ccccc1 (stereo unspecified)	-1.0	-3	1	-14	1	-3	6	10	0	4
34	O=C1c2cccnc2C(=O)N1c1cccc([N+](=O)[O-])c1	-2.4	-9	-6	5	0	-6	2	-2	2	10
35	O=C(N/N=C/c1ccc2c(c1)OCO2)C(=O)N1CCCC1	0.4	6	3	2	0	0	4	4	-1	0
36	Cc1ccc2nc(N(CCCN(C)C)C(=O)c3ccc(S(=O)(=O)N4CCc5ccccc5C4)cc3)sc2c1	-2.7	6	-7	-15	-1	14	0	1	4	2
37	COCCOn1c(SCCOC)nc2ccccc2c1=O	1.0	4	2	0	0	4	-2	0	2	0
38	N#Cc1cccc(S(=O)(=O)NCc2nnc3ccccn23)c1	-0.6	2	-9	-1	1	1	-7	5	1	5
39	COc1cc(-n2c(C)nc3cc(C(=O)N4CCCC4)ccc32)cc(OC)c1OC	nt	nt	-3	nt	2	-6	-8	-1	1	-1
40	CCn1c(O)c(N=NC(=S)NCC2CCCO2)c2ccccc21 (stereo unspecified)	-4.0	-4	-4	-2	2	-2	-4	0	-1	-1
41	CCN(CC)S(=O)(=O)c1ccc2c(c1)C(=NO)c1cc(S(=O)(=O)N(CC)CC)ccc1-2	-0.1	-4	2	-61	1	-14	-12	0	4	1
42	COc1ccc2nc(C)c3cc(C)oc3c2c1	-2.5	-2	5	-4	-4	-1	-1	-5	-1	-3
43	O=C(Nc1ccc(N2CCN(C(=O)c3cccs3)CC2)c(Cl)c1)c1ccco1	-4.3	-8	0	-5	-1	-4	3	-15	2	5
44	COc1ccc(CN(C)S(=O)(=O)c2nnc(NC(=O)c3ccccc3Br)s2)cc1	2.9	1	1	-25	-3	-27	-11	23	73*	1
45	Cc1cccc(C#N)c1NC1=CC(=O)CC(C)(C)C1	-2.8	1	1	5	-1	3	4	-13	2	2
46	CC1CCN(C(=O)C2CCN(S(=O)(=O)c3cccs3)CC2)CC1	0.2	4	1	4	2	-2	0	8	-1	-5
47	CCN(C(=O)c1cnc2scc(C)n2c1=O)c1ccccc1C	4.5	3	-2	4	-3	6	2	14	1	-1
48	N=C(N)c1ccc(Cl)cc1	1.9	12	5	4	-1	-2	-4	6	0	-1
49	CCn1ccnc1CN(C)C(=O)c1cc(COc2ccc(Cl)cc2OC)on1	0.4	9	0	0	-3	2	4	7	-7	-2
50	Cc1c(CC(=O)NCC(=O)O)c(=O)oc2cc3occ(-c4ccccc4)c3cc12	-1.3	-8	-1	1	12	6	-5	-10	24	-12

In a second layout: eleven of the compounds above.
Below each SMILES: PG9 Ab binder, TCR-CD3 inh, NR1D1 modulator, HTRA1 inh, PRMT1 inh, mABHD4 FP, SIAE inh, TDP2 absorb, rCAG binder, LEDGF integ inh
29) CCCCOCCCNC(=O)c1ccc([N+](=O)[O-])c(C)c1
  -1.7, 8, -5, 0, 1, 5, -1, 6, 0, 1
30) Cc1ccc2[nH]c(=O)c3cc(C(=O)NCC4CCCO4)sc3c2c1 (stereo unspecified)
  -0.2, 7, -1, -3, 1, 1, -3, 11, 5, 3
31) Oc1ccc(C2C(c3ccccc3)=NN=C(c3ccccc3F)N2O)c(O)c1 (stereo unspecified)
  -1.2, -5, -2, 3, 8, -4, 6, -6, 16, -1
32) Cc1ccc(S(=O)(=O)N(CC(=O)NCCC2=CCCCC2)Cc2ccccc2)cc1
  -1.1, 3, 4, -38, 0, 1, 1, 21, -2, 6
33) O=S(=O)(NCC(c1ccc2c(c1)OCO2)N1CCN(c2ccccc2)CC1)c1ccccc1 (stereo unspecified)
  -1.0, -3, 1, -14, 1, -3, 6, 10, 0, 4
34) O=C1c2cccnc2C(=O)N1c1cccc([N+](=O)[O-])c1
  -2.4, -9, -6, 5, 0, -6, 2, -2, 2, 10
35) O=C(N/N=C/c1ccc2c(c1)OCO2)C(=O)N1CCCC1
  0.4, 6, 3, 2, 0, 0, 4, 4, -1, 0
36) Cc1ccc2nc(N(CCCN(C)C)C(=O)c3ccc(S(=O)(=O)N4CCc5ccccc5C4)cc3)sc2c1
  -2.7, 6, -7, -15, -1, 14, 0, 1, 4, 2
37) COCCOn1c(SCCOC)nc2ccccc2c1=O
  1.0, 4, 2, 0, 0, 4, -2, 0, 2, 0
38) N#Cc1cccc(S(=O)(=O)NCc2nnc3ccccn23)c1
  -0.6, 2, -9, -1, 1, 1, -7, 5, 1, 5
39) COc1cc(-n2c(C)nc3cc(C(=O)N4CCCC4)ccc32)cc(OC)c1OC
  nt, nt, -3, nt, 2, -6, -8, -1, 1, -1

Carrying on.
#	compound	PG9 Ab binder	TCR-CD3 inh	NR1D1 modulator	HTRA1 inh	PRMT1 inh	mABHD4 FP	SIAE inh	TDP2 absorb	rCAG binder	LEDGF integ inh
51	O=C(Nc1ccc(Cl)cc1)c1ccsn1	-0.8	-3	3	-3	-2	4	-1	8	-1	-1
52	CCc1ccc(CN(C)C(=O)c2cc(COc3c(F)cccc3F)on2)cc1	-1.1	8	-1	-16	-1	-4	7	1	-7	2
53	COc1ccccc1NC(=S)N1CC(C)(C)C1=O	-1.3	-3	6	-5	-1	-3	6	0	-5	7
54	COc1ccc(CNC(=O)CN2C(=O)COc3ccc(S(=O)(=O)N4CCOCC4)cc32)cc1	-2.5	2	-2	-7	-1	1	-7	-14	1	-1
55	N=c1c2ccccc2nc2n1CCCCCCCCCCC2	0.0	5	-3	-5	-6	-1	3	-23	11	6
56	CCn1c(SCC(=O)Nc2ccc3c(c2)c2ccccc2n3CC)nnc1-c1cnccn1	-1.3	-1	1	-7	4	7	-5	-11	9	-8
